From PubChem BioAssay
SKN-1 inh: blocks SKN-1 activity in C. elegans; inhibition, % at 21.8 µM; C. elegans VP596 Pgst-4::GFP/RFP ratio, acrylamide-induced, 24 h; actives 0.49% (n = 360,000); AID 624304;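 active = interference check ratio from 0.5 to 1.5 plus GFP to RFP signal ratio inhibition reaching or exceeding a fixed threshold, cut at about 30% in these data, passing the limit was not always enough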; note: some compounds called inactive have numbers as strong as hits
MsrA act: activates bovine MsrA enzyme. actives 0.3% (n = 360,000). activation, % at 10.6 µM. purified bovine MsrA, absorbance read-out; in the data active = activation above about 7.5%;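 note: 0% = vehicle and 100% = reference activator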
FAS-TE inh: FAS thioesterase (human) inhibition; P49327; recombinant FAS-TE, OMFH fluorogenic substrate, fluorescence endpoint; inhibition, % at 15 µM; actives 0.67% (n = 360,000); AID 602261;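 active = compounds whose normalised, plate-corrected inhibition of enzyme fluorescence in the single-dose primary screen is 50% or more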;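 note: 0% = DMSO with enzyme and 100% = substrate without enzyme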
CendR NRP1 mod: alters CendR peptide binding to human NRP-1 | O14786 | FAM-RPARPAR peptide binding to NRP-1, fluorescence polarization | inhibition, % at 25 µM | actives 0.85% (n = 360,000) | AID 602438;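 active = inhibition or corrected inhibition above about 18%, plus a signal ratio from 0.5 to 1.5, limit read from the data, passing the limit was not always enough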; note: strong numbers were not always called active
Rin1 Abl inh: inhibitors of human Rin1-Abl protein interaction | P00519+Q13671 | TR-FRET Rin1/Abl binding, biochemical | inhibition, % at 7.35 µM | actives 0.4% (n = 360,000); in the data active = inhibition above about 5%, passing the limit was not always enough
MT1-MMP act inh: MT1-MMP (human) activation inhibition; P50281; GFP/RFP ratio change, % at 20 µM; HT1080 RFP-PRO-GFP cells, GFP/RFP ratio fluorescence, overnight; percent of plate control window, DMSO zero; actives 0.061% (n = 360,000); AID 651647;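 active = GFP/RFP ratio change of at least 30% with cell ATP level not reduced by more than half and red fluorescence within 50% of control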; note: strong numbers were not always called active
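Assay system: HT1080 RFP-PRO-GFP cells | Dosing: 20 µM single dose, 1% DMSO | Incubation: Cells overnight before dosing, compound overnight, 37 °C, 5% CO2 | Evaluation: GFP/RFP fluorescence ratio | Control set: DMSO-only wells and HT1080 RFP-L50D-GFP cell wells as references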
Neddyl block: cullin neddylation inhibition. actives 0.58% (n = 360,000). calls only at 25 µM. AID 651699. TR-FRET cullin neddylation, biochemical. P61081+Q13564; in the data active = inhibition above about 36%
MLLE-PAM2 inh: inhibitors of microRNA-mediated deadenylation, human PABP1 MLLE binding; GST-MLLE / FITC-PAM2 fluorescence polarization; inhibition, % at 20 µM; actives 0.36% (n = 360,000); AID 588489; P11940; in the data active = inhibition above about 35%, passing the limit was not always enough;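 note: plate controls were DMSO wells with GST-MLLE for no effect and wells lacking GST-MLLE protein for full effect; some results filed as inactive read as strong as hits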
Target sequence (P11940 whole entry, looked up): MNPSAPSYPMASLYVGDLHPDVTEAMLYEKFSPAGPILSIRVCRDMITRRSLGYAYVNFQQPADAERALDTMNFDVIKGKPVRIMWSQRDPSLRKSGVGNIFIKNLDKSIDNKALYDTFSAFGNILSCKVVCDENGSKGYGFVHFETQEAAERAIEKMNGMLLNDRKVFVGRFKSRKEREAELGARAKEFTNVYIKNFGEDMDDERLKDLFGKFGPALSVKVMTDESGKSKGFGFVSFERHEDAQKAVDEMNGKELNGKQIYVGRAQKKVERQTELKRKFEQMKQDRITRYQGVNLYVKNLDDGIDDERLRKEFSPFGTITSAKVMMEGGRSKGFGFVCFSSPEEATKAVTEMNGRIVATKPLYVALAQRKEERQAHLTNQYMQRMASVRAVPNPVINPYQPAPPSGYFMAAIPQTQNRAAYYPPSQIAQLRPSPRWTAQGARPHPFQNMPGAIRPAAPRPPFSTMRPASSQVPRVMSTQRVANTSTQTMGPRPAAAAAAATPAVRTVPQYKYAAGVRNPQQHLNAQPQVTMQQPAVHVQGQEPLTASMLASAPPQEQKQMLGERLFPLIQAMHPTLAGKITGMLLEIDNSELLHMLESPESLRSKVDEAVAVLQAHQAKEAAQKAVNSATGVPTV
eLon inh: inhibitors of E. coli Lon protease | P0A9M0 | purified E. coli Lon protease, fluorescence polarization | inhibition, % at 7.94 µM | actives 0.42% (n = 360,000) | AID 602123; in the data active = inhibition above about 13%, passing the limit was not always enough;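 note: 0% = enzyme with probe and DMSO and 100% = no enzyme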
The depositor's hits bear a star; i = inactive; nt = no result given. Compounds as they come; overall some 4% were active at least once.

SMILES	SKN-1 inh	MsrA act	FAS-TE inh	CendR NRP1 mod	Rin1 Abl inh	MT1-MMP act inh	Neddyl block	MLLE-PAM2 inh	eLon inh
OC(c1ccc(F)c(F)c1)c1nc(-c2cccc(F)c2)cs1 (centres undefined)	4	-2	22	6	-1	-1	i	1	-14
CCn1c(CCCc2ccc(OC)c(C)c2)n[nH]c1=S	-7	1	2	-3	4	-3	i	-21	5
Cc1cc2nc(-c3ccco3)cc(C(F)(F)F)n2n1	5	0	-2	14	-1	3	i	-7	8
COC(=O)N/N=C/c1ccc([N+](=O)[O-])o1	-25	-15	-6	6	-4	-14	i	9	-1
O=C(CN1CCN(Cc2ccccc2)CC1)NC(=O)NC1CCCCC1	-1	-3	-6	2	-4	-2	i	0	-4
Cc1cccc(-c2nc3c(c(=O)c4ccccc4n3C)c(=O)n2-c2ccccc2)c1	3	-2	2	-10	0	-5	i	12	8
CCOc1ncccc1C(=O)Nc1nc(SC)ns1	5	-10	-4	-4	-1	5	i	-12	0
C/C(=N\Nc1cc(N2CCOCC2)nc(C)n1)c1ccc(F)cc1	-5	-3	2	6	-2	0	i	6	-2
CCCCn1nnnc1C(c1cc2ccccc2o1)N1CCN(c2ncccc2C#N)CC1 (centres undefined)	20	-2	24	-4	nt	-9	i	nt	2
Cc1ccc(C)c(N2CCN(C(=O)c3cc(S(=O)(=O)N4CCCC4)cn3C)CC2)c1	0	-1	5	9	3	5	i	0	1
CC(C)CNC(=O)[C@@H]1CSC2c3ccccc3C(=O)N21 (some centres undefined)	7	0	-5	4	0	1	i	27	-5
Cc1ccc(SCCSc2nc(C)cc(=O)[nH]2)cc1	14	1	-1	7	0	1	i	-13	-8
CC1=C(C(=O)N(C)C)CC(CC(=O)NCCN2CCOCC2)C(=O)N1Cc1ccc(C(C)(C)C)cc1 (centres undefined)	-10	-3	-5	-6	-3	2	i	15	-6
CCOC(=O)c1c(NC(=S)Nc2ccc(F)cc2)sc2c1CCC2	9	4	0	5	5	-2	i	16	2
O=C1OCC(Cn2c3ccccc3c3ccccc32)O1 (centres undefined)	3	-5	1	-10	0	1	i	-20	4

Record cards (already shown). Order of screens: SKN-1 inh	MsrA act	FAS-TE inh	CendR NRP1 mod	Rin1 Abl inh	MT1-MMP act inh	Neddyl block	MLLE-PAM2 inh	eLon inh
`Cc1ccc(SCCSc2nc(C)cc(=O)[nH]2)cc1` reads 14	1	-1	7	0	1	i	-13	-8
`CC(C)CNC(=O)[C@@H]1CSC2c3ccccc3C(=O)N21` (some centres undefined) reads 7	0	-5	4	0	1	i	27	-5

Remaining list, next part
SMILES	SKN-1 inh	MsrA act	FAS-TE inh	CendR NRP1 mod	Rin1 Abl inh	MT1-MMP act inh	Neddyl block	MLLE-PAM2 inh	eLon inh
Cc1c(Cl)cccc1NC(=S)N1CCN(c2ncccn2)CC1	-11	-12	-10	5	-1	7	i	-55	4
COc1cccc(-c2csc(NNC(=O)c3cccs3)n2)c1	10	-7	-9	8	-2	9	i	-31	-2
C/C(CC(=O)Nc1ccc2ccccc2c1)=N\NC(=O)c1ccc(O)c(O)c1	-3	-5	-4	-28	-1	-4	i	5	1
Cc1ccc(S(=O)(=O)N2CCN(C(=O)c3ccccc3)C2C(C)C)cc1 (centres undefined)	10	-9	-3	9	6	3	i	2	-6
CC1=C(C(=O)Nc2ccccc2)C2(CCCCC2)C(C#N)=C(S)N1	9	-5	-5	-8	-4	-9	i	13	-22
Cc1ccc(CNC(=O)[C@H](Cc2ccccc2)NC(=O)c2ccco2)cc1	-1	-1	3	-9	4	-2	i	-12	0
CCN(CC)C(=O)C1=C(C)N(Cc2ccc(OC)cc2)C(=O)C(CC(=O)NCCN2CCOCC2)C1 (centres undefined)	-2	-1	-7	2	-2	2	i	8	3
O=c1cc(O)c2ccccc2n1Cc1ccccc1	1	-3	1	-17	3	1	i	21	1
Cn1cc([C@@H]2C[C@H]3CN(Cc4cccc(Cl)c4)C(=O)[C@]34CCCN24)c2ccccc21	35*	-3	2	-64	2	35	i	-48	-15
C=CCn1c(CSCc2ccc(F)cc2)n[nH]c1=S	-7	3	-4	8	-3	1	i	-3	-7
O=C(NNC(=O)c1cc2ccccc2o1)c1ccncc1	2	-2	-5	14	1	1	i	-6	-3
CCOc1ncccc1C(=O)N=c1sccn1C	5	-2	-4	2	1	-3	i	-7	7
CCOCCCNCc1cc(Br)ccc1OCc1ccccc1	7	-4	-14	-9	-2	1	i	7	-3
CC(=O)OCC(=O)Nc1c(C)cc(C)cc1C	3	-8	-9	-2	0	-1	i	-26	1
Cc1cccn2cc(CSc3ccccc3N)nc12	-13	0	-2	-3	0	-3	i	19	-7
COc1ccc(CCNC(=O)Cc2cccc(C(F)(F)F)c2)cc1OC	-4	-6	-6	9	0	3	i	32	8
CN=C(Nc1ccc(Cl)cc1)c1ccc(C(F)(F)F)cc1	-15	-7	6	4	-1	-6	i	6	-4
O=C1CCCC(=O)C1C(=O)C1CCN(S(=O)(=O)c2ccccc2)CC1	4	-2	-6	-2	-3	-3	i	5	-4
O=C(COC(=O)c1ccc([N+](=O)[O-])o1)NCCc1ccccc1	3	3	0	-10	6	-3	i	-1	-5
CN(Cc1c(C(=O)N/N=C/c2ccccc2)nnn1-c1nonc1N)c1ccccc1	7	-2	15	-2	-3	1	i	-5	3
Cc1nc2scc(C)n2c(=O)c1S(=O)(=O)Nc1ccc(F)cc1	3	-5	2	-2	-3	-2	i	-3	-4
Cc1csc(SCC(=O)NCc2cccs2)n1	12	-2	-8	7	3	4	i	-10	-11
CCOC(=O)C1CCCN(C2CC(=O)N(c3ccc(C(C)C)cc3)C2=O)C1 (centres undefined)	-3	-3	-5	7	3	0	i	0	-5
Cc1ccccc1Cn1c(=O)n(C)c(=O)c2sccc21	-7	1	-3	5	1	3	i	-7	-2
O=[N+]([O-])c1cccc(S(=O)(=O)NCCc2cccs2)c1	7	0	16	-6	-1	1	i	-7	-3
NC(=O)C1=C[C@@H](c2ccccc2)C[C@@H](OCc2ccc(CO)cc2)O1	-1	-4	-2	6	4	2	i	11	8
CN(C)C(=O)CSCc1c(Cl)cccc1Cl	3	-3	-2	17	0	2	i	3	-8
Cc1nnc(SCC(=O)NC2CC2)s1	2	-4	-2	10	-5	0	i	4	-3
CCOC(=O)C1CCN(C(=O)CNC(=O)Cn2c(C)cc3ccccc3c2=O)CC1	2	-4	-4	20	-2	1	i	-3	8
CCCCC(CC)Cn1c(N)c(C#N)c2nc3ccccc3nc21 (centres undefined)	11	-2	-21	-34	2	-16	nt	-14	3

SKN-1 inh, hit marks shown above
Molecule,SKN-1 inh,MsrA act,CendR NRP1 mod,Rin1 Abl inh,MT1-MMP act inh,Neddyl block,MLLE-PAM2 inh,eLon inh
Cn1cc([C@@H]2C[C@H]3CN(Cc4cccc(Cl)c4)C(=O)[C@]34CCCN24)c2ccccc21,35*,-3,-64,2,35,i,-48,-15

Following part.
SMILES	SKN-1 inh	MsrA act	FAS-TE inh	CendR NRP1 mod	Rin1 Abl inh	MT1-MMP act inh	Neddyl block	MLLE-PAM2 inh	eLon inh
CC(N1CCOC1=O)S(=O)(=O)c1ccccc1 (centres undefined)	-17	-3	-3	4	-3	2	i	9	-2
O=S1(=O)CCS(=O)(=O)C1c1ccccc1	-6	-9	-5	1	1	-3	i	15	9
COc1ccc(N2CCN(C(=O)Nc3cccc(C(F)(F)F)c3)CC2)cc1	-1	-1	16	2	0	-1	i	3	-7
Cc1c(C)n(C)c2ccc(C(=O)N3CCN(c4ccccc4)CC3)cc12	5	-2	8	-2	-3	4	i	-4	4
CC1CCC2(CC1)NC(=O)N(NC(=O)c1cccc(N(C)C)c1)C2=O (centres undefined)	5	-5	-7	6	2	2	i	-6	4
Cc1cc(NC(=O)CCCC(=O)N(CC(=O)NC2CCCCC2)c2ccccc2)no1	-17	-2	-8	9	3	1	i	12	-18
COc1cccc(NS(=O)(=O)c2nc3nc(C)cc(C)n3n2)c1	-7	-4	-7	0	0	2	i	-24	-5
CC(C)N1C(=O)c2ccccc2N(Cc2ccccc2)S1(=O)=O	-3	-6	37	3	-1	0	i	8	0
N#CCC(=O)Nc1ccc(C(=O)NNC(=O)c2ccccc2-n2cccc2)cc1	-3	-4	-8	-9	2	-4	i	-4	-16
CCC(=O)c1ccc(N2CCN(C(=O)c3ccccc3Br)CC2)c(F)c1	3	-2	5	-3	3	1	i	10	14
O=C(Cn1cc(C(=O)C2CC2)c2ccccc21)Nc1ccc(F)cc1	8	-3	4	10	2	4	i	7	-5
O=C(CC1(O)C(=O)N(CCc2ccccc2)c2ccccc21)c1ccco1 (centres undefined)	-24	0	-5	3	-3	4	i	0	7
CC(O/N=C/c1ccccc1OC(F)F)C(=O)Nc1cccc(S(=O)(=O)N2CCOCC2)c1 (centres undefined)	2	-2	24	10	-3	2	i	1	0
Cc1ccc(OCCCCN2CCC(C)CC2)c(Br)c1	-3	-1	-8	4	-4	3	i	7	-5
O=C(Cc1ccccc1)NN1C(=O)C2C3C=CC([C@@H]2C1=O)C31CC1 (some centres undefined)	1	-2	-8	1	-3	4	i	-12	9
Cc1ccc(C(=O)NC(NC(=O)c2ccc(C)cc2)C(Cl)Cl)cc1	8	-6	-5	0	4	-1	i	13	4
CCOc1cccc(C(=O)NC(=S)Nc2ccc(Cl)cc2C(=O)O)c1	-2	-4	-2	2	0	0	i	28	-3
OC(c1ccc(-c2ccccc2)cc1)c1ncc(-c2cccc(F)c2)[nH]1 (centres undefined)	6	0	13	3	-4	9	i	-4	1
COc1cc(NC(=O)C2=COCCO2)c(OC)cc1Cl	14	2	-2	3	0	2	i	-5	2
CCOC(=O)C1=CC[C@@H](c2ccccc2)N(S(=O)(=O)c2ccc(C)cc2)[C@@H]1C#N	6	nt	nt	7	nt	8	i	nt	nt
CC(=O)Nc1cc(NC(C)=O)cc(C(=O)OCC(=O)N(c2ccccc2)C2CCS(=O)(=O)C2)c1 (centres undefined)	21	0	-5	1	1	-2	i	-30	-4
Cc1ccc(C)c(OCC(=O)Nc2cc(C)on2)c1	14	2	0	7	-2	-1	i	4	-4
Cc1ccc2[nH]c(=O)c(CN(C(=O)c3cccc([N+](=O)[O-])c3)C(C)(C)C)cc2c1	-6	-6	7	7	1	-3	i	-2	2
CC(C)(C)n1nnnc1CN1CCSCC1	10	-4	-9	-5	0	0	i	3	-4
Fc1cc(Cl)ccc1Nc1nc(NCc2ccccc2)nc2ccsc12	19	-1	29	26*	-1	-12	i	6	7
Cc1ccc(S(=O)(=O)N(CC(=O)NCc2ccccc2)C(=O)N2CCN(C)CC2)cc1	-2	-5	-4	6	-2	-1	i	-2	10
CC1(C(=O)OCc2cc(=O)n3cc(Br)ccc3n2)CC1(Cl)Cl (centres undefined)	6	-8	5	16	-3	8	i	-6	-1
COc1ccc(CN2CCNC(=O)C2CC(=O)N(C)CCC2CCOCC2)cc1OC (centres undefined)	16	-4	-5	11	0	-1	i	10	11
NS(=O)(=O)c1ccc(CCNC(=O)COC(=O)C2CCN(c3ccc(C(F)(F)F)cn3)CC2)cc1	18	-2	0	-4	1	1	i	-23	9
Cc1ccccc1CNC(=O)C1CCC(=O)N(C2CCCCCC2)C1 (centres undefined)	9	3	-2	8	4	2	i	12	-5
C=CCNC(=O)c1cccc(C(F)(F)F)c1	5	-2	-8	1	2	2	i	-21	3

5 compounds from above, ordered by the number in Rin1 Abl inh, descending:
Molecule	Rin1 Abl inh
CC(=O)Nc1cc(NC(C)=O)cc(C(=O)OCC(=O)N(c2ccccc2)C2CCS(=O)(=O)C2)c1 (centres undefined)	1
COc1ccc(CN2CCNC(=O)C2CC(=O)N(C)CCC2CCOCC2)cc1OC (centres undefined)	0
Cc1ccc(C)c(OCC(=O)Nc2cc(C)on2)c1	-2
CC1(C(=O)OCc2cc(=O)n3cc(Br)ccc3n2)CC1(Cl)Cl (centres undefined)	-3
OC(c1ccc(-c2ccccc2)cc1)c1ncc(-c2cccc(F)c2)[nH]1 (centres undefined)	-4
